# High-throughput results from PubChem BioAssay.
# TRPV1 agonist: HTS Assay for Compounds that Act as Agonists of the Vanilloid Receptor 1. activation, % at 8.33 µM. AID 540275, 2011. 320,000 compounds, 0.19% hits. TRPV1-expressing cells, Fluo-8 calcium influx, agonist mode. Transient receptor potential cation channel subfamily V member 1 (Homo sapiens), Q8NER1; in the data active means activation above about 80%; inconclusive means between about 30% and that limit; further: 0% is about no effect
#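 Fluo-8 calcium influx in TRPV1-expressing cells, kinetic read (ex 480/em 520 nm). Compound added and read 3 min for agonist activity, followed by capsaicin at EC20 final and 2 min further read for enhancement.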
# Mito fusion act: qHTS Assay for Small Molecule Inhibitors of Mitochondrial Division or Activators of Mitochondrial Fusion; Potency, µM (series often up to 46.1 µM), without a hit: top-dose growth rescue (activation), actives largely listed as activators; 320,000 compounds, 0.23% hits; S. cerevisiae fusion-defective mutant growth rescue, CellTiterGlo 48 h;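 further: potency means the concentration at half of the fitted maximal effect; % of control where 0% means no effect; nearly all actives have a fitted effect of over 45% in size; temperature-sensitive fusion mutants such as fzo1-1 at 37 °C on non-fermentable ethanol glycerol medium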
#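 S. cerevisiae fusion-defective temperature-sensitive mutants (e.g. fzo1-1, mgm1-5) grown 48 h at 37C in YPEG (ethanol/glycerol non-fermentable) medium with 23 nl compound per well; growth rescue read as CellTiterGlo luminescence.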
# TCR activator: Activators of T cell receptors: qHTS campaign. primary human leukocytes, anti-CD3, IL-2 HTRF, 48 h. Potency, µM (titrated, usually from 9.22 µM), for inactives: top-dose activation of IL-2 secretion, actives largely listed as activators. 330,000 tested, under 10 active. AID 504894, 2011; further: % of control where 0% means no effect
#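 TCR engagement came from a-CD3 beads alone, with compounds added to primary human leukocytes for 48 hr. Secreted IL-2 bridged europium cryptate- and d2-labelled anti-IL-2 antibodies, giving FRET emission at 665nm after 320nm excitation.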
# TSHR antagonist: Antagonists of the Thyroid Stimulating Hormone Receptor: HTS campaign; TSHR-expressing cells, TSH-stimulated cAMP HTRF, 2 h; hits give low values; activity change, negative = inhibition, % at 11.5 µM; 330,000 compounds, 0.2% hits; AID 504810, 2011;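 active means activity change below a set negative limit, meaning inhibition stronger than a set level, cut at about -70% in these data; inconclusive means activity change between two set negative limits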; further: on the % scale 0 is the no-effect control and ±100 the full control effect
# Target sequence (P16473 whole entry, looked up): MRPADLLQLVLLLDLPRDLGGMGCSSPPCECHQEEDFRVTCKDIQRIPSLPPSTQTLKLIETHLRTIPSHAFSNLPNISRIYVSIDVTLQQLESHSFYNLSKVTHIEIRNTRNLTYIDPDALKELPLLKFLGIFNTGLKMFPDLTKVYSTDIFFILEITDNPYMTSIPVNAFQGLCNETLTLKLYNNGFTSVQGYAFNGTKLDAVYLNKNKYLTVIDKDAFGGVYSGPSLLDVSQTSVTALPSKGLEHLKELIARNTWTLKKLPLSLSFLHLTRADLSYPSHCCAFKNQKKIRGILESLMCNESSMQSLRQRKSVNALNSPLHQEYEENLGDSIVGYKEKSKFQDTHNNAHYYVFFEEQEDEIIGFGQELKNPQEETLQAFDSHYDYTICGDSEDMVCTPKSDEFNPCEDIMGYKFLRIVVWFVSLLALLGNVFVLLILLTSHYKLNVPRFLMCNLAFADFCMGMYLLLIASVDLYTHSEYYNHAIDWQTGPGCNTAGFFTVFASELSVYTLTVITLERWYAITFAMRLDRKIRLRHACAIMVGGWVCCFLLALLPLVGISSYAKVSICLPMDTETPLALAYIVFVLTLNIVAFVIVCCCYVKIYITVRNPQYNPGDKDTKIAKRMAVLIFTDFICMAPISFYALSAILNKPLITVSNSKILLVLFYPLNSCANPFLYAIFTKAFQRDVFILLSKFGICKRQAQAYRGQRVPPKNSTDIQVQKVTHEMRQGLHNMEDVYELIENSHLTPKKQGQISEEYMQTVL
#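 TSHR-expressing cells, 200/well, pre-treated with compound, then stimulated with EC80 TSH (4nM final) for 2 hours at 37 deg C. cAMP measured by competitive HTRF: anti-cAMP cryptate antibody in lysis buffer plus cAMP-d2, read after 30 minutes at room temperature.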
# KCNH2 3.1 block: qHTS for Inhibitors of KCHN2 3.1: Mutant qHTS; U2OS KCNH2 3.1, thallium flux FluxOr; hits give low values; activity change, % (tested at about 1.8 µM); 340,000 compounds, 0.95% hits;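 active means maximum activity change below -70%; inconclusive means maximum activity change from -70% to -50%; inactive means maximum activity change above -50%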;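 further: thallium influx rate constant from kinetic fluorescence after stimulation buffer; on the % scale 0 is the no-effect control and ±100 the full control effect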
#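 Kinetic fluorescence (2 min after stimulation buffer) measures Tl+ influx through KCNH2 3.1 expressed by viral transduction in U2OS cells; the rate constant is normalized against DMSO controls serving as positive and negative references.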
# ELG1 DNA repair: qHTS screen for small molecules that inhibit ELG1-dependent DNA repair in human embryonic kidney (HEK293T) cells expressing luciferase-tagged ELG1; HEK293T ELG1-luciferase reporter, luminescence, 16 h; DNA damage induced by 5-fluorouridine; Potency, µM (highest dose often 46.1 µM), without a hit: at the top dose activity change, negative = inhibition, most hits filed as inhibitors; 330,000 compounds, 2.3% hits; AID 504467, 2011; further: potency means the concentration at half of the fitted maximal effect; on the % scale 0 is the no-effect control and ±100 the full control effect; nearly all actives have a fitted effect of over 55% in size
#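 Step one: seed 2,000 cells per well. Step two: pin-transfer compound or DMSO alongside 5-fluorouridine. Step three: incubate 16 hr, 37 °C, 5% CO2. Step four: add ONE-Glo, wait 30 min, read luminescence.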
# USP2a inh: qHTS Assay for Inhibitors of Ubiquitin-specific Protease USP2a Using CHOP2 as the Reporter. USP2 core, Ub-CHOP2 coupled fluorogenic reporter, 485/531. AID 463254, 2010. 330,000 compounds, 0.01% hits. Ubiquitin carboxyl-terminal hydrolase 2 (Homo sapiens), O75604. Potency, µM (titrated, usually from 38.3 µM), for inactives: top-dose activity change, negative = inhibition, actives largely listed as inhibitors;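 further: potency means the concentration at half of the fitted maximal effect; plate controls were DMSO wells for no effect and full inhibition by NEM control for full effect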
#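 Deubiquitinase activity read as fluorescence (485/531 nm) after Ub-CHOP2 cleavage activates the enterokinase reporter on its substrate; USP2 core 10nM, Ub-CHOP2 and substrate 25nM each, 30min compound preincubation then 60min RT; data normalized to NEM, curves fitted.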
# AT treatment: qHTS Assay for Identifying a Potential Treatment of Ataxia-Telangiectasia | […] A-T fibroblasts, KAP-1 phosphorylation AlphaLISA; neocarzinostatin DNA damage 30 min before lysis | Potency, µM (highest dose often 57.5 µM), for the others: top-dose activation, usual class: activators | 320,000 compounds, 0.19% hits | AID 485349, 2010; further: potency means the concentration at half of the fitted maximal effect; % of control where 0% means no effect; nearly all actives have a fitted effect of over 45% in size
#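 ATM-like activity read as KAP-1 phosphorylation via AlphaLISA donor/acceptor antibody pairs after lysis and 6 hr at 25C. Cells were ATM-null patient fibroblasts ([…], hTERT), dosed 60 min, then exposed to the DSB inducer NCS for 30 min.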
# KCNH2 WT inh: qHTS for Inhibitors of KCHN2 3.1: Wildtype qHTS; activity change, % at 1.84 µM; 340,000 compounds, 0.37% hits; Voltage-gated inwardly rectifying potassium channel KCNH2 (Homo sapiens), Q12809; U2OS, BacMam KCNH2, thallium flux FluxOr; hits give low values;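 active means maximum activity change below -70%; inconclusive means maximum activity change between -70% and -50%; inactive means maximum activity change above -50%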; further: on the % scale 0 is the no-effect control and ±100 the full control effect
#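 U2OS cells were transduced with wild-type KCNH2 virus (2.03 x 10^8 / mL) for 4 h at room temperature, then cultured overnight at 37 C. Thallium flux was read with FluxOr dye. Rate constants were normalized to DMSO controls.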
# Eya2 inh: qHTS Assay for Inhibitors of the Phosphatase Activity of Eya2. Potency, µM (doses to about 76.9 µM), inactives show at the highest dose activity, negative = inhibition, hits mostly inhibitors. Protein phosphatase EYA2 (Homo sapiens), O00167. 330,000 compounds, 0.006% hits. recombinant Eya2, OMFP fluorescence dephosphorylation (OMFP is methylfluorescein phosphate); further: potency means the concentration at half of the fitted maximal effect; on the % scale 0 is the no-effect control and ±100 the full control effect
#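 Eya2 (0.2 uM) preincubated 10 min at ambient with compound, then OMFP substrate added at 50 uM; 10 min reaction in 50 mM HEPES pH 7.5, 50 mM NaCl, 5 uM MgCl2, 0.05% BSA, 1 mM DTT. Fluorescence read at Ex 485/Em 525 nm.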
# * marks the source's active call; other numbers are inactive results; i = inactive; u = inconclusive; x = not tested or not shown; [ ] = remark or other dose. Unless noted, the call rests on the fitted dose curve; in most records, active means well fitted curve in the direction sought with a large enough effect; inconclusive means small, poorly fitted or top-dose-only effect, or another doubt; inactive means no such curve, though single readings can be large; an effect the other way counts as inactive or inconclusive. This is a subset, so the mix of outcomes need not match the whole.
Compound,TRPV1 agonist,Mito fusion act,TCR activator,TSHR antagonist,KCNH2 3.1 block,ELG1 DNA repair,USP2a inh,AT treatment,KCNH2 WT inh,Eya2 inh
O=C(c1cnccn1)N1CCN(c2ccccc2)CC1,0,1%,1%,-5,-1,3%,-2%,16%,-2,-2%
COc1ccccc1NC(=O)c1ccc(NC(=O)Cc2n[nH]c(=O)c3ccccc23)cc1,1,1%,-6%,20,2,3%,-3%,-3%,-3,2%
Cc1c(C(=O)N2CCN(Cc3ccc4c(c3)OCO4)CC2)sc2ncnc(N3CCN(c4ccccc4F)CC3)c12,0,-4%,-2%,u,-17,6.5µM*,1%,-1%,-19,-6%
Cc1cc(C)c2nc(N3CCN(C(=O)c4cccs4)CC3)sc2c1,23,14%,-2%,-3,-14,u,-1%,5%,-2,9%
CS(=O)(=O)N(CC(=O)Nc1ccccc1C(=O)N1CCOCC1)c1ccc(F)c(Cl)c1,-1,0%,-2%,7,x,5%,1%,-3%,3,1%
CCOc1ccccc1NC(=O)CCS(=O)(=O)c1cccs1,2,5%,-4%,-2,-1,1%,-1%,0%,-3,-16%
CS(=O)(=O)N(Cc1ccc(Cl)cc1)c1ccc(C(=O)NCc2ccccn2)cc1,10,-1%,-5%,10,-8,4%,3%,24%,1,-1%
COc1cccc(-c2csc(N3CCN(C(=S)Nc4ccccc4)CC3)n2)c1,5,-9%,-6%,-10,-39,-7%,-1%,13%,-9,-17%
COc1ccc(N2CCN(C(=O)COC(=O)CCOc3ccc(C)cc3)CC2)cc1,15,-6%,-10%,1,6,10%,-2%,-7%,10,6%
CCC(=O)N1c2ccc(S(=O)(=O)CCC(=O)NC3CCCC3)cc2CC1C (stereo not drawn),-2,1%,1%,-1,-8,-4%,0%,0%,-2,5%
CCCn1c(N)c(N2CCCCC2)c(=O)n(CC(=O)Nc2cccc(S(=O)(=O)N(C)C)c2)c1=O,x,x,2%,x,0,17%,2%,1%,1,-21%
CCCCN(C)CCNC(=O)c1cc2c(-c3ccccc3F)nn(C)c2s1,-1,-11%,5%,-3,5,u,0%,31%,-13,-29%
O=C(Nc1nc(-c2ccccn2)cs1)C12CC3CC(CC(O)(C3)C1)C2,26,-1%,-6%,-6,-5,u,4%,1%,-2,-10%
COc1ccc2oc(C(=O)NCc3ccccc3CN3CCCC3)c(C)c2c1,5,1%,1%,-20,-18,-5%,0%,5%,7,-8%
O=[N+]([O-])c1ccccc1Oc1ccc(S(=O)(=O)N2CCOCC2)cc1,4,3%,-6%,-9,-3,-20%,0%,-2%,6,18%
CCOc1ccc(C(=O)OCC(=O)N2CCCC2)cc1OCC,-2,-8%,0%,2,4,2%,2%,0%,9,14%
Cc1cc(-c2nc(C)c(C(=O)NNS(=O)(=O)c3cccc(C(F)(F)F)c3)s2)no1,0,8%,-1%,-5,-5,1%,2%,-4%,0,-8%
OCCNCCCCSc1ccc(Cl)cc1,0,-6%,9%,-6,-11,-2%,0%,-1%,63,2%
O=C(NCC1CCCCC1)c1cc([N+](=O)[O-])ccc1Cl,1,-1%,5%,2,-27,u,1%,-8%,-9,8%
Cc1ccn2c(C=O)c(-c3ccc(F)cc3)c(C=O)c2c1,7,17%,0%,-4,-9,0%,3%,-2%,-7,-11%
NC(=O)c1sc2nc3c(c(-c4ccco4)c2c1N)CCCC3,1,-15%,8%,-1,5,9.2µM*,-1%,3%,-3,-3%
O=C(NNC1=C(C(=O)C(F)(F)F)CCC1)c1cccc(Cl)c1,2,3%,10%,1,-7,u,5%,-13%,5,5%
CC(=O)NC1=NN(C(C)=O)C(C)(c2ccc(C)o2)S1 (stereo not drawn),-4,-4%,4%,2,11,u,1%,-4%[11.5 µM],i,0%
Cc1cc(-c2ccc(/C=N/n3cnnc3)o2)c([N+](=O)[O-])cc1C,x,2%,x,18,-3,u,0%,12%,-8,4%

# Quoted at random: 2 compounds from above, in no set order.
Compound,TRPV1 agonist,Mito fusion act,TCR activator,TSHR antagonist,KCNH2 3.1 block,ELG1 DNA repair,USP2a inh,AT treatment,KCNH2 WT inh,Eya2 inh
Cc1cc(-c2ccc(/C=N/n3cnnc3)o2)c([N+](=O)[O-])cc1C,x,2%,x,18,-3,u,0%,12%,-8,4%
CC(=O)NC1=NN(C(C)=O)C(C)(c2ccc(C)o2)S1 (stereo not drawn),-4,-4%,4%,2,11,u,1%,-4%[11.5 µM],i,0%

# Later entries.
Compound,TRPV1 agonist,Mito fusion act,TCR activator,TSHR antagonist,KCNH2 3.1 block,ELG1 DNA repair,USP2a inh,AT treatment,KCNH2 WT inh,Eya2 inh
O=C(NNC(=O)C1C2CCC(C2)C1C(=O)O)c1ccc(Cl)cc1 (stereo not drawn),9,1%,7%,-5,2,u,1%,0%,3,-3%
COc1ccc(CN2CCC(C(=O)Nc3ccc(Oc4ccccc4)nc3)CC2)cc1F,7,-4%,-2%,-25,x,u,-2%,4%,2,-3%
O=C(OCC(=O)c1ccc[nH]1)c1ccc(S(=O)(=O)N2CCCCCC2)cc1,8,0%,6%,0,3,-7%,2%,1%,-9,-18%
CN(C)CCCN(C(=O)c1ccc(S(=O)(=O)N2CCCCCC2)cc1)c1nc2ccc(F)cc2s1,11,-9%,-2%,42,9,8.2µM*,-7%,-1%,36,1%
C=CCNc1nc(Nc2ccc(-c3nc4ccccc4o3)cc2)nc(N2CCOCC2)n1,3,2%,-6%,-23,9,15µM*,-4%,5%,-6,6%
O=C(COC(=O)COc1cccc(C(F)(F)F)c1)NC1CCS(=O)(=O)C1 (stereo not drawn),-5,0%,5%,-14,0,11%,1%,3%,3,14%
CC(C)(C)NC(=O)CN(Cc1ccc2c(c1)OCO2)C(=O)CNS(=O)(=O)c1ccccc1,0,2%,4%,-7,-2,-11%,5%,-3%,7,-5%
C/C(=N\NC(=O)CSc1nc(C)[nH]c1[N+](=O)[O-])c1ccc(F)cc1,x,-3%,-4%,11,18,u,-5%,5%,-4,1%

# A few values from the results shown:
# TSHR antagonist result of `CN(C)CCCN(C(=O)c1ccc(S(=O)(=O)N2CCCCCC2)cc1)c1nc2ccc(F)cc2s1` is entered as 42
# USP2a inh result of `COc1ccc(CN2CCC(C(=O)Nc3ccc(Oc4ccccc4)nc3)CC2)cc1F` is entered as -2%
# KCNH2 3.1 block result of `C=CCNc1nc(Nc2ccc(-c3nc4ccccc4o3)cc2)nc(N2CCOCC2)n1` is entered as 9
# AT treatment result of `O=C(COC(=O)COc1cccc(C(F)(F)F)c1)NC1CCS(=O)(=O)C1` (stereo not drawn) is entered as 3%
# TRPV1 agonist result of `O=C(NNC(=O)C1C2CCC(C2)C1C(=O)O)c1ccc(Cl)cc1` (stereo not drawn) is entered as 9
# TCR activator result of `C/C(=N\NC(=O)CSc1nc(C)[nH]c1[N+](=O)[O-])c1ccc(F)cc1` is entered as -4%

# Additional compounds.
Compound,TRPV1 agonist,Mito fusion act,TCR activator,TSHR antagonist,KCNH2 3.1 block,ELG1 DNA repair,USP2a inh,AT treatment,KCNH2 WT inh,Eya2 inh
CCOc1ccc(NC(=O)CCNC(=O)Cn2cnc3ccccc3c2=O)cc1,5,2%,-7%,15,1,6%,0%,-4%,-4,12%
Cc1nc(SCc2ccccc2)c2ccsc2n1,1,5%,0%,-17,-18,u,-2%,5%,4,13%
Cc1nn(-c2ccccc2)c(Cl)c1C(=O)NCCCCNC(=O)c1c(C)nn(-c2ccccc2)c1Cl,0,-1%,-6%,-5,4,16µM*,-2%,3%,17,-13%
CCN(Cc1ccccc1)C(=O)C1CCN(Cc2ccc(SC)cc2)CC1,3,u,5%,19,-94*,-10%,-2%,-6%,-114*,-3%
